Assay outcomes deposited in PubChem by several laboratories.
PostGolgi ctrl – growth inhibition of yeast control strain, primary screen, counter-screen for post-Golgi transport modulator project. efflux-deficient yeast background strain, growth absorbance A615, 16 h. inhibition, % at 10 µM. 98,000 tested, 5% active
CD11b adhes inh – inhibitors of CD11b/CD18 adhesion to fibrinogen, primary screen, K562 cells, luminescence | 93,000 tested, 0.54% active | inhibition, % at 10 µM | ATPlite luminescence; Mn2+ added to activate the integrin | Integrin beta-2 (Homo sapiens) + Integrin alpha-M (Homo sapiens), P05107+P11215 | AID 1497, 2009;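 active = primary inhibition of 50% or more at 10 µM, then 40% or more on retest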; also: some results filed as inactive read as strong as hits
sEH inh – soluble epoxide hydrolase inhibitors, primary screen, biochemical, human sEH; recombinant human sEH enzymatic activity assay; 91,000 tested, 0.34% active; inhibition, % at 2 µM; Bifunctional epoxide hydrolase 2 (Homo sapiens), P34913; in the data active = inhibition above about 80%; also: values of inactives mirror those of a sister screen read the other way; many of its hits are not listed in these tables
Target sequence (P34913 whole entry, looked up): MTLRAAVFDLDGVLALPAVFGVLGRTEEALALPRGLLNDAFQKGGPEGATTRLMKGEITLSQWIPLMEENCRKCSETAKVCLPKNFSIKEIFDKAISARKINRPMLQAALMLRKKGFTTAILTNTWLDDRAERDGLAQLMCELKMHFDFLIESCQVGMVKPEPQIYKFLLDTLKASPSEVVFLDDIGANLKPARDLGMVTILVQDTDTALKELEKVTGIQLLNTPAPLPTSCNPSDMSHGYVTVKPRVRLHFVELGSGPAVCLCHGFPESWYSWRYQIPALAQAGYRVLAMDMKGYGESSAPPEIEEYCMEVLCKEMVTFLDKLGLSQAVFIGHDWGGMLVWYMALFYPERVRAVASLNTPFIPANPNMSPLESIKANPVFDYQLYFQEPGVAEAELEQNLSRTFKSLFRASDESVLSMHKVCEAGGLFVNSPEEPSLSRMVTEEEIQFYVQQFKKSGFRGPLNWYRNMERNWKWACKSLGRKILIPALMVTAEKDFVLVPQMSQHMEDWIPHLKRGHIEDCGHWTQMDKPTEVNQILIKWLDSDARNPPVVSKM
PostGolgi yeast – phenotypic screen on post-Golgi transport, primary screen; 98,000 tested, 0.9% active; inhibition, % at 10 µM; AID 739, 2007; post-Golgi transport phenotypic cell assay;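 also: yeast cells grown in 1536-well plates; yeast grown about 18 h at 30C before absorbance read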
S1P2 antag – human S1P2 receptor antagonists, primary screen, cell-based. Sphingosine 1-phosphate receptor 2 (Homo sapiens), O95136. cell-based S1P2 antagonist assay, inhibition at 5 uM. inhibition, % at 5 µM. 97,000 tested, 0.21% active; in the data active = inhibition above about 45%;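 also: CRE beta-lactamase reporter cells expressing human S1P2 stimulated with S1P; 0% = agonist at EC80 alone and 100% = agonist plus reference antagonist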
sEH activator – soluble epoxide hydrolase activators, primary screen, biochemical, human sEH; Bifunctional epoxide hydrolase 2 (Homo sapiens), P34913; 91,000 tested, 0.04% active; activation, % at 2 µM; purified human sEH enzymatic activity, activator screen; in the data active = activation above about 37%; also: values of inactives mirror those of a sister screen read the other way
Ecoli WT expand – growth inhibitors of wild-type E. coli, primary screen, strain BW25113, expanded library, OD600; 98,000 tested, 0.15% active; OD600 absorbance; AID 710, 2007; growth inhibition, % at 100 µM;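 active = growth inhibition above about 50% at one test dose, limit read from the data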;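 also: growth measured after 20 h incubation at 37 °C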
PLAP act – PLAP enzyme activators, biochemical, luminescence, HTS | purified PLAP enzyme, luminescent substrate read-out; active compounds read high | 96,000 tested, 1.2% active | AID 696, 2007 | activation fold at 20 µM; in the data active = activation fold above about 2
Target sequence (P05187 whole entry, looked up): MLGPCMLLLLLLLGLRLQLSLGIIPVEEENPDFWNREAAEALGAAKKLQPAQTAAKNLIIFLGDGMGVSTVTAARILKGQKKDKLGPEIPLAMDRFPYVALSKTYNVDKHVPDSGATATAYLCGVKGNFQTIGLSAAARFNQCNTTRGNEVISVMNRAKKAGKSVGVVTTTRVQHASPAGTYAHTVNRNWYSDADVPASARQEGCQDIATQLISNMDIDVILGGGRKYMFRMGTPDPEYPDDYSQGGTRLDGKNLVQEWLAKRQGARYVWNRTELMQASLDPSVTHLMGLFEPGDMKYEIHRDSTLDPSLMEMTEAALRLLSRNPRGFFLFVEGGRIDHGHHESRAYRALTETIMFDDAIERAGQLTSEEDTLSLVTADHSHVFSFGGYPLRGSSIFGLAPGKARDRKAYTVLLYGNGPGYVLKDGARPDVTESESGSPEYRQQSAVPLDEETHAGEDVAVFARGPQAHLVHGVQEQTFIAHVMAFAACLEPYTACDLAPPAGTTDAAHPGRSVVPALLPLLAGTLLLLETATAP
S1P2 ag – S1P2 receptor agonists, primary screen, cell-based. Sphingosine 1-phosphate receptor 2 (Homo sapiens), O95136. activation, % at 4.5 µM. 97,000 tested, 0.46% active. S1P2-expressing cell line, agonist reporter read-out; in the data active = activation above about 16%;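 also: 0% = vehicle low control and 100% = maximal reference agonist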
Numbers without * were called inactive; . = no result given. Rule as the data show it, unless noted: active = inhibition above about 30%; inactive = the rest.

Molecule	PostGolgi ctrl	CD11b adhes inh	PLAP act	PostGolgi yeast	Ecoli WT expand	S1P2 ag	S1P2 antag	sEH activator	sEH inh
Cc1nnc(NC(=O)c2ccc(S(=O)(=O)N3CCCCCC3)cc2)o1	21.1	34.4	1.3	-2.0	0.0	-4.2	5.8	-13.9	15.1
CCc1ccc(OCC(=O)NCCOc2ccccc2)cc1	5.0	1.7	0.9	-6.0	1.0	-5.9	5.0	-3.9	3.7
COc1ccc(CCn2c(C)cc3c(c2=O)C(c2ccncc2)C(C#N)=C(N)O3)cc1OC (stereo not drawn)	6.5	16.9	1.2	6.5	2.0	-7.8	11.8	9.7	-10.3
CCC(Oc1ccccc1)C(=O)Nc1ccc(S(=O)(=O)N2CCOCC2)cc1 (stereo not drawn)	15.2	.	.	-4.2	-8.0	-5.4	-14.4	-6.3	5.7
O=C(CN1C(=O)C2C3C=CC(C3)C2C1=O)NCC1COc2ccccc2O1 (stereo not drawn)	4.4	0.3	1	-4.7	-5.0	-7.3	-6.5	3.8	-4.4
O=C(CCCNS(=O)(=O)c1ccccc1)NCc1ccco1	13.6	-0.6	0.9	22.5	11.0	.	.	.	.
Cc1noc(C)c1COc1ccc(C(=O)NCC2CCCO2)cc1 (stereo not drawn)	1.0	.	1	12.0	8.0	-8.0	13.9	.	.
O=C(CSc1nnc(Cc2ccccc2)o1)N1CCc2ccccc21	2.9	-1.1	0.9	3.1	-3.0	-2.5	-4.9	-12.1	14.3
COc1ccc(-c2nn3c(-c4ccccc4)nnc3s2)cc1	29.2	10.4	1.3	8.7	-5.0	-4.0	1.9	4.9	-4.8
COc1ccc(C(=O)N2CCN(C(=O)c3ccncc3)CC2)cc1	6.1	.	1.1	-1.3	6.0	-3.8	1.0	-7.7	10.4

The list goes on:
Molecule	PostGolgi ctrl	CD11b adhes inh	PLAP act	PostGolgi yeast	Ecoli WT expand	S1P2 ag	S1P2 antag	sEH activator	sEH inh
Cc1nccn1S(=O)(=O)c1ccc(Br)cc1Br	-5.5	-9.4	1	9.9	3.0	-3.9	-1.0	-9.1	11.7
COc1cccc(N(CC(=O)NCCSc2ccc(Cl)cc2)S(C)(=O)=O)c1	13.1	-50.2	1.1	1.0	-6.0	-5.8	11.2	-12.4	11.6
Cc1nc2sc(C(c3cccs3)N3CCN(C(=O)c4ccco4)CC3)c(O)n2n1 (stereo not drawn)	-0.3	-40.5	1.2	2.4	-1.0	.	.	.	.
COc1cccc(C2=NOC(C(=O)NCc3ccc(F)cc3)C2)c1 (stereo not drawn)	11.8	25.6	0.8	5.1	7.0	-2.8	5.9	7.2	-8.0
CCOc1ccc(-n2c(C)nc3cc(C(=O)NCCN4CCOCC4)ccc32)cc1	.	.	.	.	.	-1.9	-9.1	1.1	0.2
CCOC(=O)C1CCCN(c2cc(C)nc3cc(-c4ccc(Cl)cc4)nn23)C1 (stereo not drawn)	.	.	.	.	.	-4.6	-1.3	11.3	-8.5
COCC(=O)NCc1ccc2c(c1)OCO2	3.5	5.5	0.9	-8.3	5.0	-2.1	4.4	-1.3	4.7
CCOC(=O)N1CCN(S(=O)(=O)c2ccc(C(=O)Nc3nc4ccc(F)cc4s3)cc2)CC1	-7.1	-3.3	0.9	-2.1	-6.0	-6.9	-8.8	-3.9	3.4
CC(=O)C1=C(O)CCC1=N	8.8	-2.3	1	1.8	6.0	.	.	.	.
CNC(=O)c1[nH]cnc1C(=O)Nc1ccccc1C	.	.	.	.	.	1.3	-5.0	-1.8	6.8

Filtered by structure: the compounds so far containing a furan ring, fused or not (2)
Molecule	PostGolgi ctrl	CD11b adhes inh	PLAP act	PostGolgi yeast	Ecoli WT expand	S1P2 ag	S1P2 antag	sEH activator	sEH inh
O=C(CCCNS(=O)(=O)c1ccccc1)NCc1ccco1	13.6	-0.6	0.9	22.5	11.0	.	.	.	.
Cc1nc2sc(C(c3cccs3)N3CCN(C(=O)c4ccco4)CC3)c(O)n2n1 (stereo not drawn)	-0.3	-40.5	1.2	2.4	-1.0	.	.	.	.

(more compounds)
Molecule	PostGolgi ctrl	CD11b adhes inh	PLAP act	PostGolgi yeast	Ecoli WT expand	S1P2 ag	S1P2 antag	sEH activator	sEH inh
O=C(C/C=N/OCc1c(Cl)cccc1Cl)c1ccccc1	3.7	14.7	1.2	-1.0	3.0	-8.9	0.5	12.4	-11.8
O=C(c1ccc2c(c1)OCO2)N(CC1CCCO1)C1(C(=O)NC2CCCC2)CCCCC1 (stereo not drawn)	-6.0	-3.6	1.6	-2.7	6.0	.	.	.	.
CCOc1ccc(/C=C/C(=O)Nc2ccc(N3CCOCC3)cc2)cc1	12.8	-5.2	0.9	-7.1	-14.0	-12.5	7.4	-7.2	9.3
COCCCN1C(=O)C(=O)/C(=C(/O)c2ccc(OC)cc2C)C1c1cccnc1 (stereo not drawn)	9.6	.	1	-0.6	-9.0	-4.1	14.7	1.5	0.0
COc1ccc(Cl)cc1C(=O)CSc1nc(N)cc(N)n1	6.8	-12.9	0.8	-3.3	4.0	-12.6	-17.1	2.8	-5.0
Cn1nc(C(F)(F)F)c(/C=N/OC(=O)c2ccccc2Cl)c1SCc1ccccc1Cl	7.1	7.8	0.8	-3.9	-3.0	-7.5	12.2	5.9	-5.4
Cc1ccc(-n2nnnc2SCc2ccccn2)cc1C	-0.5	6.8	0.9	5.8	-7.0	-5.8	-1.8	0.2	2.0
CCCn1c(SCC(=O)N2CCCc3ccccc32)nc2c1c(=O)n(C)c(=O)n2C	.	15.0	1.7	.	.	0.3	-9.3	8.6	-9.6
c1ccc(C2OCC3(CO2)COC(c2ccccc2)OC3)cc1 (stereo not drawn)	-3.8	.	0.9	0.5	2.0	-5.5	-7.8	1.6	2.5
CCOC(=O)/C=C1\SCC(=O)N1Cc1ccc(Br)cc1	3.7	.	.	0.0	-9.0	-5.0	-1.0	.	.

Additional results follow.
Molecule	PostGolgi ctrl	CD11b adhes inh	PLAP act	PostGolgi yeast	Ecoli WT expand	S1P2 ag	S1P2 antag	sEH activator	sEH inh
Cc1c(C)n(C(=O)CSc2nccn2C)c2ccccc12	12.9	-11.0	1	7.7	4.0	-6.2	16.8	3.7	-3.7
O=C(NCc1ccccc1)C(c1cccs1)N(C(=O)c1csnn1)C1CC1 (stereo not drawn)	4.2	-5.1	0.9	2.4	-5.0	-12.5	-0.8	-16.0	17.4
Cc1nc(SCC(=O)Nc2ccc3c(c2)OCO3)c(C#N)c2c1CCCC2	2.0	-6.1	1	14.9	-10.0	-2.0	-14.1	.	.
O=C1NC2(CCCCCC2)Cc2ccccc21	7.5	-13.6	0.8	3.6	-1.0	-6.1	-13.9	11.8	-15.2
COCCNC(=O)C(c1ccc(C)cc1)N(C(=O)CCC(=O)Nc1ccccn1)C1CCCC1 (stereo not drawn)	.	-22.7	1.6	.	.	-2.3	-4.2	-5.9	4.2
O=C(CN1C(=O)COc2ccccc21)N1CCc2ccccc21	14.6	-0.8	0.8	-1.3	-8.0	-3.7	6.6	12.3	-10.4
COc1ccc(CCNC(=O)c2nonc2N)cc1OC	5.5	-10.0	0.9	7.4	-1.0	.	.	.	.
O=C(Cn1cnc2ccccc2c1=O)Nc1ccc2c(c1)CCC2	-4.4	-5.1	0.9	1.9	-6.0	-7.8	5.8	.	.
O=C1CC(O)(C(F)(F)F)Oc2c1ccc1ccccc21 (stereo not drawn)	36.8*	89.6*	1.1	4.5	35.0	-7.6	22.9	4.8	-3.7
O=C(Nc1cccc2ccccc12)c1cn(-c2ccccc2)nc1-c1cccs1	17.7	.	1	-7.9	-15.0	-6.5	-3.9	-8.9	8.4

Remaining list, next part.
Molecule	PostGolgi ctrl	CD11b adhes inh	PLAP act	PostGolgi yeast	Ecoli WT expand	S1P2 ag	S1P2 antag	sEH activator	sEH inh
O=C(N/N=C\C=C\c1ccc2c(c1)OCO2)C1COc2cc3ccccc3cc2O1 (stereo not drawn)	19.6	-18.9	1	-2.7	-17.0	-7.5	14.7	-22.4	24.2
CC(C)(C)OC(=O)N1CCCC1C(=O)NCCc1ccccc1 (stereo not drawn)	24.3	-5.2	1.2	1.6	4.0	-11.1	-12.9	-16.1	17.2
O=C(NCc1ccccc1C(F)(F)F)C1CC(c2ccccc2[N+](=O)[O-])=NO1 (stereo not drawn)	3.9	.	0.8	-0.5	6.0	1.3	10.0	-41.6	43.2
Cc1ccccc1CS(=O)(=O)c1nnc([C@H](CC(C)C)NC(=O)OC(C)(C)C)o1	44.7*	-9.8	1	41.1*	12.0	-4.0	12.8	10.7	-8.4
COc1ccc(CCNC(=O)CN(c2ccccc2OC)S(C)(=O)=O)cc1OC	1.2	8.1	1.1	-10.4	-6.0	-8.3	-5.4	-4.2	4.7
Cc1cc(C)n2c(=S)[nH]nc2n1	6.5	-6.7	1	0.0	-4.0	-0.9	24.6	-0.6	-2.6
COc1ccc2cc(C(c3nnnn3Cc3ccccc3)N3CCCCCC3)c(=O)[nH]c2c1 (stereo not drawn)	.	-15.7	1.5	.	.	-5.7	15.6	-2.4	3.3
COc1cc2nc(COc3ccc(C#N)cc3)n(CC#N)c(=O)c2cc1OC	17.4	-1.8	1.5	8.3	-4.0	-8.4	4.0	3.8	-3.0
O=C(COC(=O)c1cncc(Br)c1)NCc1ccco1	1.8	.	1	-9.3	3.0	-2.4	14.8	-21.9	21.6
Cc1occc1-c1nnc(SCC(=O)Nc2ccccc2N2CCCCC2)n1C	11.0	3.3	1.4	-2.2	4.0	-0.7	14.5	-8.9	9.8

CD11b adhes inh, what is marked active above
SMILES	CD11b adhes inh	PLAP act	PostGolgi yeast	S1P2 ag	S1P2 antag	sEH activator	sEH inh
O=C1CC(O)(C(F)(F)F)Oc2c1ccc1ccccc21 (stereo not drawn)	89.6*	1.1	4.5	-7.6	22.9	4.8	-3.7

The listing continues:
Molecule	PostGolgi ctrl	CD11b adhes inh	PLAP act	PostGolgi yeast	Ecoli WT expand	S1P2 ag	S1P2 antag	sEH activator	sEH inh
O=C(Nc1cccc(Cl)c1)N1CCN(c2ncccn2)CC1	9.1	-31.3	0.8	-13.2	7.0	-4.5	4.0	-18.0	20.3
Cc1ccc(-n2cc3ccc([N+](=O)[O-])cc3n2)cc1	.	.	.	.	.	-0.3	4.2	-2.7	5.8
CCOCCCNC(=O)C1CCN(S(=O)(=O)N(CC(C)C)CC(C)C)CC1	6.4	2.8	1.4	-3.3	1.0	.	.	.	.
O=S(=O)(NCCO)c1cccc2cccnc12	0.8	-9.2	0.9	-0.6	5.0	-5.3	4.1	-2.9	1.3
CC1(CC(=O)N/N=C/c2ccc(OCc3ccc(Cl)cc3Cl)cc2)OCCCO1	42.4*	.	1.7	1.0	12.0	-0.8	-16.3	-17.4	19.9
CCC(C)Nc1nc(OCC(F)(F)F)nc(OCC(F)(F)F)n1 (stereo not drawn)	19.8	-10.4	0.9	-1.6	-1.0	0.8	3.7	9.2	-10.1
Cc1cccn2c(=O)c3cc(C(=O)N4COCC4(C)C)n(C)c3nc12	16.6	.	1.5	7.3	4.0	5.2	-14.7	9.2	-9.2
CC(=O)c1sc(Nc2ccccn2)nc1C	4.2	1.1	0.9	18.6	2.0	-11.6	8.3	-1.3	0.2
Fc1cccc(Cn2cc(C(=S)N3CCCCC3)c3ccccc32)c1	12.8	6.6	0.8	-7.7	-12.0	1.6	26.9	-7.3	7.7
CC1CC(C)CN(CC(=O)N2CCCc3c2c(=O)oc2ccc(OCc4ccccc4)cc32)C1 (stereo not drawn)	19.2	19.1	1.7	0.7	-8.0	-0.3	-22.1	9.4	-9.1

New compounds follow
Molecule	PostGolgi ctrl	CD11b adhes inh	PLAP act	PostGolgi yeast	Ecoli WT expand	S1P2 ag	S1P2 antag	sEH activator	sEH inh
O=C(CN1CCN(c2ncccn2)CC1)NCc1ccccc1	-4.8	-1.0	0.9	26.6	0.0	-2.4	6.3	-5.3	8.3
CC1=C(C(=O)OC(C)C)C(c2ccc(Br)s2)NC(=O)N1 (stereo not drawn)	1.0	-4.8	0.9	4.9	4.0	0.2	-0.3	1.2	1.9
O=C(Nc1ccc(C(=O)N2CCCCC2)cc1)c1ccc(Br)cc1	9.4	.	1.2	-3.1	-4.0	-0.2	4.9	3.8	-3.3
O=C(OCC(=O)N1CCCCC1)c1c[nH]c(=O)[nH]c1=O	-0.6	-14.0	1	6.6	-8.0	-0.1	8.2	3.2	-3.0
